Screening data: PubChem BioAssay, several laboratories
AI-2 QS modul – Vibrio harveyi AI-2 quorum sensing modulation; activity change, % at 7.5 µM; Vibrio harveyi JMH597 AI-2 luminescence/OD600 ratio, 9 h; hits give low values; strain lacks LuxN and CqsS sensors; 0 = neutral-control median; 0.4% of 300,000 active; in the data active means activity change below about -75%, passing the limit was not always enough;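 further: luminescence divided by OD600 gain over 9 h not by final OD600 alone; inactives centre near 13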
TRPC4 potent – TRPC4 (mouse) allosteric potentiation; Q9QUQ5; HEK293 TRPC4beta/mu-opioid, DAMGO EC20, Fluo-4 Ca2+ flux; hits give high values; B-score at 10 µM; 0.42% of 310,000 active;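 active means B-score of calcium response area above 5 SD of library B-scores, with initial fluorescence ratio within 5 SD of library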;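 further: B-score of integrated fluorescence ratio over time as area under calcium response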
TRPC6 activator – mouse TRPC6 channel activation; B-score at 10 µM; 0.13% of 310,000 active; HEK293-TRPC6 membrane potential dye fluorescence; hits give high values; Q61143;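 active means B-score of the integrated fluorescence ratio above library mean plus 3 SD, and starting fluorescence ratio within library mean plus 5 SD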;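 further: higher score means more depolarization so channel activation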
MrgX1 agonist – activates human MrgX1 receptor signaling; MrgX1-HEK293 cells, Fluo-4 calcium fluorescence, agonist mode; hits give high values; 0.44% of 310,000 active; B-score at 10 µM;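 active means calcium response B-score plate-corrected fluorescence ratio at least 3 library SD, with starting fluorescence B-score inside 5 SD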
Target sequence (Q96LB2 whole entry, looked up): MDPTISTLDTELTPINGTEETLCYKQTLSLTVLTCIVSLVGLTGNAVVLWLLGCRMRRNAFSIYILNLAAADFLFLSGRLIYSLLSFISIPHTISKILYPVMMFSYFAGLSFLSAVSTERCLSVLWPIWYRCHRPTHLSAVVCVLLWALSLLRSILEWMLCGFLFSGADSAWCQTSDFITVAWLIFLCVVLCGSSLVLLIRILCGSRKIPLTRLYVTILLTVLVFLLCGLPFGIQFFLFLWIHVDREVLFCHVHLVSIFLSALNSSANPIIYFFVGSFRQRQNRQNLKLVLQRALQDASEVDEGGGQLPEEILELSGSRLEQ
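Test system: HEK293 cells stably expressing human MrgX1 receptor; Input: fifteen thousand cells per well; Dosing: compound delivered in addition one of three; Schedule: overnight seeding, then 1 h dark dye loading; Technique: Fluo-4 NW calcium fluorescence; Measure: B-scored fluorescence response ratio; Controls: positive and negative controls per plate.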
TRPC4 act – activators of mouse TRPC4 channel. Q9QUQ5. HEK293 TRPC4beta/mu-opioid, Fluo4 calcium fluorescence; hits give high values. B-score at 10 µM. 0.49% of 310,000 active;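 active means B-score above 5 SD of library B-scores, and initial fluorescence ratio not above library mean plus 5 SD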;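 further: positive B-score marks a calcium rise read as TRPC4 activation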
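Assay system – TRPC4beta and mu-opioid receptor HEK293 stable cells · Measured by – Fluo4 fluorescence, kinetic · Schedule – dye loading 45 min room temperature, 110 s kinetic read · Read-out – B-scored integrated calcium fluorescence ratio · Controls – buffer and maximal DAMGO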
TRPC6 inh – inhibitors of mouse TRPC6 channel | HEK293-TRPC6, membrane potential dye, ACh-evoked depolarization; hits give low values | B-score at 10 µM | 1.1% of 310,000 active | AID 2553;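 active means B-score under library mean minus 3 SD, initial fluorescence not abnormally high, positive integrated signal ratio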;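 further: B-score derived from integrated fluorescence ratio over the kinetic read; more negative B-score means stronger inhibition of depolarization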
MrgX1 PAM – allosterically activates human MrgX1 receptor signaling | Q96LB2 | MrgX1-HEK293, Fluo-4 calcium flux, FDSS; hits give high values | B-score at 10 µM | 0.63% of 310,000 active | AID 588675;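 active means plate-corrected calcium response at least 3 library SD above typical, normal starting fluorescence, not activating the receptor alone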;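 further: compound read alongside a low EC10 to EC30 dose of BAM8-22 agonist; peak minus trough fluorescence over baseline measured at the second addition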
TRPC4 block – blocks the mouse TRPC4 cation channel; HEK293 TRPC4beta/mu-opioid, DAMGO-evoked Fluo4 calcium flux; hits give low values; B-score at 10 µM; 0.39% of 300,000 active; AID 2247;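 active means B-score over 3 SD under the library average, no early fluorescence shift, positive overall ratio signal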
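System: stable TRPC4beta/mu-opioid receptor HEK293 cells; Dosing: single-point compound dosing; Measured by: Fluo4 Ca2+ flux fluorescence; Read-out basis: per-well B score of integrated baseline-normalized Fluo4 ratio.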
PolyA inhibitor – blocks polyadenylation in yeast reporter cells; AID 1875; S. cerevisiae SKY197-pL101 polyadenylation reporter, beta-gal luminescence; efflux-impaired pdr1/pdr3 knockout yeast; score 100 = 6 SD above DMSO; 0.02% of 300,000 active; calls only at 12 µM;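 active means lowest replicate activity score at least 50, where 100 means six control SD above control mean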;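 further: yeast exposed to compound for 9 h at 30 °C; higher score means more reporter readthrough which indicates perturbed polyadenylation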
HIF activator – HIF pathway transcriptional activation | U2OS HRE-luciferase reporter, luminescence; normalized: DMSO 0%, desferrioxamine 100% | 0.32% of 300,000 active | activation, % at 7.5 µM (by protocol);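 active means mean activation of at least 10% of the iron chelator positive control signal, with at least half of replicates also reaching 10%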
MrgX1 antagonist – antagonists of human MrgX1 receptor; B-score at 10 µM; 1.3% of 310,000 active; MRGX1-HEK293 calcium flux, Fluo-4, BAM8-22 antagonism; hits give low values; Q96LB2;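 active means calcium-response B-score plate-corrected more than 3 library SD below zero, starting fluorescence within 5 deviations, no agonist response on first addition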;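 further: peak minus trough fluorescence over baseline after final BAM8-22 challenge near maximal dose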
Numbers without * were called inactive; i = inactive; x = no result given. Not all compounds are listed; the hit share may differ from the screen's.

Results follow in this order: AI-2 QS modul	TRPC4 potent	TRPC6 activator	MrgX1 agonist	TRPC4 act	TRPC6 inh	MrgX1 PAM	TRPC4 block	PolyA inhibitor	HIF activator	MrgX1 antagonist
1. CCCOc1ccc(NC(=O)CNC(=O)c2cc(OC)cc(OC)c2)cc1OCCC
    8.8	i	i	i	i	i	i	i	i	0.0	i
2. COC(=O)C1CCN(c2cc(Cl)nc(N)n2)CC1
    22.1	i	i	i	i	i	8.08*	i	i	-0.1	i
3. Cc1ccc(CN2CCN(/N=C/c3cc(Br)ccc3F)CC2)cc1
    x	i	i	i	i	i	i	i	i	0.5	i
4. Nc1c(-c2cccc(Cl)c2)cnn1-c1cccc([N+](=O)[O-])c1
    11.8	i	i	i	i	i	i	i	i	2.7	i
5. CCOC(=O)c1sc2nc(C)nc(Nc3ccc(OC)c(OC)c3)c2c1C
    -2.1	i	i	i	i	i	i	i	i	-0.1	i
6. CC(NC(=O)/C(C#N)=C/c1ccco1)c1ccccc1 (configuration not stated)
    20.3	i	i	i	i	i	i	i	i	0.2	i
7. COc1cc(N)c(Cl)cc1C(=O)OCC(=O)Nc1cccnc1Cl
    17.3	i	i	i	i	i	i	i	i	-0.3	i
8. COc1ccc(C(=O)Nc2cccc(NC(=O)c3ccc(OC)cc3OC)n2)c(OC)c1
    10.1	i	i	i	i	i	i	i	i	1.0	i
9. CC1CCc2c(sc(NC(=O)/C=C/c3cccs3)c2C(=O)O)C1 (configuration not stated)
    46.6	i	i	i	i	i	i	i	i	0.1	i
10. CC1=Nc2ccccc2N=C(NC(=O)CSC(=S)N2CCN(C)CC2)C1c1ccccc1 (configuration not stated)
    12.9	i	i	i	i	i	i	i	i	0.0	i
11. Clc1ccc(-c2csc(NNC3=NCCCCC3)n2)cc1
    6.0	i	i	i	i	i	i	i	i	0.8	i
12. CC1CCc2nc3ccccc3c(C(=O)OCC(=O)NC3CCS(=O)(=O)C3)c2C1 (configuration not stated)
    5.6	i	i	i	i	i	i	i	i	-0.2	i
13. CC1(C)Cc2c(C#N)c(SCCC#N)nc(N3CCOCC3)c2CO1
    6.9	i	i	i	i	i	i	i	i	35.2*	i
14. CC(C(=O)N1CCOCC1)N1C(=O)C2C3C=CC(C4CC34)C2C1=O (configuration not stated)
    16.3	i	i	i	i	i	i	i	i	-0.1	i
15. Cc1ccc(C2(C)NC(=O)N(CC(=O)NC(=O)NCCC(C)C)C2=O)cc1 (configuration not stated)
    -85.5*	i	i	i	i	i	i	i	i	1.6	i
16. CCCN(CCC)C(=O)C1CCCN(S(=O)(=O)c2ccc3c(c2)oc(=O)n3C)C1 (configuration not stated)
    12.0	i	i	i	i	i	i	i	i	0.4	i
17. Cc1cc(C)c2nc(-c3cccnc3)cc(C(=O)Nc3ccc(S(=O)(=O)Nc4onc(C)c4C)cc3)c2c1
    39.3	i	i	i	i	i	i	i	i	-0.5	i
18. Cc1ccnc(NC(=O)c2cccc(NC(=O)c3ccccc3C)c2)c1
    24.7	i	i	i	i	i	i	i	i	-1.6	i
19. Cc1ccc(-c2cc(C(=O)Nc3ccc(S(=O)(=O)N4CC(C)OC(C)C4)cc3)[nH]n2)c(O)c1 (configuration not stated)
    14.3	i	i	i	i	i	i	i	i	0.1	i
20. COc1ccc2oc(-c3ccccc3)c(C(=O)O)c2c1
    23.4	i	i	i	i	i	i	i	i	-0.3	i
21. O=C(Cn1ccc([N+](=O)[O-])n1)N1CCc2ccccc21
    38.0	i	i	i	i	i	i	i	i	0.1	i
22. CCC(=O)N1CCN(c2ccc(NC(=O)COc3ccc(C)cc3C)cc2)CC1
    x	i	i	i	i	i	i	i	i	1.3	i
23. CC1(c2nnc(Cc3ccccc3)o2)CC(c2ccc([N+](=O)[O-])cc2)=NO1 (configuration not stated)
    24.8	i	i	i	i	i	i	i	i	-0.9	i
24. C[C@H](NC(=O)[C@@H]1CSC2c3ccccc3C(=O)N21)C(=O)NC1CCCC1 (some centres not stated)
    14.2	i	i	i	i	i	i	i	i	-0.2	i
25. COc1ccccc1NC(=O)/C(=N/OCc1ccc(F)cc1)C(C)=O
    -10.1	i	i	i	i	i	i	i	i	-0.2	i
26. O=C(N/C(=C\c1cccc([N+](=O)[O-])c1)C(=O)N1CCOCC1)c1cccc(Br)c1
    1.0	i	i	i	i	i	i	i	i	-0.1	i
27. COc1ccc(S(=O)NC2CCCCC2)c(OC)c1C (configuration not stated)
    19.8	i	i	i	i	i	i	i	i	0.1	i
28. COc1ccc(CC(=O)Nc2c3c(nn2-c2ccccc2C)CS(=O)C3)cc1 (configuration not stated)
    31.0	i	i	i	i	i	i	i	i	0.3	i
29. COc1ccccc1-c1c(NC(=O)c2ccco2)n(C)c2ccccc2c1=O
    124.5	i	i	i	i	i	i	i	i	-1.9	i
30. C[C@H]1C=C(C(=O)N2CCN(Cc3ccc4c(c3)OCO4)CC2)O[C@@H](OCc2ccc(CO)cc2)C1
    4.5	i	i	i	i	i	i	i	i	0.6	i

Copied from the list:
AI-2 QS modul result of O=C(Cn1ccc([N+](=O)[O-])n1)N1CCc2ccccc21 stands at 38.0
HIF activator result of Cc1cc(C)c2nc(-c3cccnc3)cc(C(=O)Nc3ccc(S(=O)(=O)Nc4onc(C)c4C)cc3)c2c1 stands at -0.5

The listing continues.
Results follow in this order: AI-2 QS modul	TRPC4 potent	TRPC6 activator	MrgX1 agonist	TRPC4 act	TRPC6 inh	MrgX1 PAM	TRPC4 block	PolyA inhibitor	HIF activator	MrgX1 antagonist
31. Nc1nc2ccccc2n1CCOc1ccccc1Cl
    20.2	i	i	i	i	i	i	i	i	0.0	i
32. CC(OC(=O)CNC(=O)c1ccc(Cl)cc1)C(=O)NC1CCCCC1C (configuration not stated)
    -3.5	i	i	i	i	i	i	i	i	0.2	i
33. CCCCCOC(=O)Nc1ccc(S(=O)(=O)Nn2cnnc2)cc1
    17.0	i	i	i	i	i	i	i	i	-0.3	i
34. Cc1ccc(NC(=O)c2noc3c2CC(C(C)(C)C)CC3)cc1 (configuration not stated)
    6.4	i	i	i	i	i	i	i	i	-0.2	i
35. CCN(CC)S(=O)(=O)c1ccc(C(=O)N2CCc3ccccc32)cc1
    3.7	i	i	i	i	i	i	i	i	-0.4	i
36. Cn1c(=O)c2[nH]c(N3CCOCC3)nc2n(-c2ccccc2)c1=O
    23.3	i	i	i	i	i	i	x	i	0.3	i
37. Cc1nc(C)c(-c2ccc(SCc3ccccc3C)nn2)s1
    10.8	i	i	i	i	i	i	i	i	2.8	i
38. CC(C)(C)OC(=O)C1C(=O)CC(C)(O)C(C(=O)OC(C)(C)C)C1c1cccnc1 (configuration not stated)
    11.3	i	i	i	i	i	i	i	i	-0.3	i
39. COC(=O)CCCC(=O)N1CCCC(CCC(=O)NCc2ccc(F)c(F)c2)C1 (configuration not stated)
    -0.7	i	i	i	i	i	i	i	i	0.0	i
40. Cc1cccc(C(=O)NCc2nnc(SCC(=O)NC3=NCCS3)n2C)c1
    -6.8	i	i	i	i	i	i	i	i	0.1	i
41. COc1ccc(C(=O)NCCCNC(=O)c2cc3ccccc3[nH]2)cc1OC
    1.9	i	i	i	i	i	i	i	i	0.3	i
42. NC(=O)c1ccccc1N/C=C/C(=O)c1ccco1
    10.9	i	i	i	i	i	i	i	i	1.9	i
43. COc1ccc(C(=O)/C=C2/C(=O)Nc3ccccc32)cc1OC
    4.9	i	i	i	i	i	i	i	i	2.3	i
44. Cc1ccc(C(=O)Nn2cnc3scc(-c4cccs4)c3c2=O)c(O)c1
    16.5	i	i	i	i	i	i	i	i	x	i
45. CC1O[C@@H]2O[C@](O[C@H](C)CC[C@@H](C)O)(c3ccccc3)O[C@@H]2C[C@H]1O (some centres not stated)
    13.5	i	i	i	i	i	i	i	i	0.9	i
46. Cc1c(N=C2SCC(=O)N2/N=C/c2ccccc2Cl)c(=O)n(-c2ccccc2)n1C
    8.3	i	i	i	i	i	i	i	i	-47.0	i
47. Cc1ccc(OCc2nnc(SCC(=O)CC(=O)Nc3ccccc3)o2)cc1
    13.1	i	i	i	i	i	i	i	i	0.6	i
48. COc1cccc(NC(=O)/C=C/c2ccccc2[N+](=O)[O-])c1
    -25.7	i	i	i	i	i	i	i	i	3.7	i
49. CCOC(=O)CC(=O)CSc1nc2c(c(C)c1C#N)CCC2
    8.1	i	i	i	i	i	i	i	i	0.0	i
50. NC1=NC(=O)S/C1=C\c1ccc(O)cc1
    21.5	i	i	i	i	i	i	i	i	0.2	i
51. CCC(CC)=N/N=C/c1c(O)n(CC)c2cc(C3=NNC(=O)CC3)ccc12
    38.6	i	i	i	i	i	i	i	i	-0.2	i
52. CC(NS(=O)(=O)OCC(Cl)(Cl)Cl)c1ccc(Br)cc1 (configuration not stated)
    -7.5	15*	i	i	i	i	i	i	i	-0.1	i
53. CCn1cc(C(=O)N2CCN(c3ccc(F)cc3)CC2)c2cc(OC)c(OC)cc2c1=O
    6.5	i	i	i	i	i	i	i	i	-0.1	i
54. O=C(N/N=C/c1cn(-c2ccccc2)nc1-c1cccnc1)c1ccc(F)cc1
    34.5	i	i	i	i	i	i	i	i	-1.0	i
55. CCCNC(=O)CN(C)S(=O)(=O)c1c(C)cc(C)cc1C
    1.0	i	i	i	i	i	i	i	i	0.4	i
56. CCC(=O)Nc1cccc(C(=O)/C=C/c2ccc(F)cc2)c1
    2.6	i	i	29.5*	i	i	i	i	i	2.8	i
57. Cc1cccc2cc(C(c3nnnn3CC3CCCO3)N3CCOCC3)c(=O)[nH]c12 (configuration not stated)
    -9.3	i	i	i	i	i	i	i	i	-0.7	i
58. c1ccc2sc(NC3=NCN(CC4CCCO4)CN3)nc2c1 (configuration not stated)
    19.6	i	i	i	i	i	i	i	i	2.8	i
